NR2F2 inh = NR2F2 transcriptional activity inhibitors, primary screen, cell-based, luciferase reporter, HEK293T, luminescence; COUP transcription factor 2 (Homo sapiens), P24468; HEK293T NGFI-A luciferase reporter; 370,000 compounds, 0.7% hits; inhibition, % at 8.6 µM;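 active = inhibition above a per-plate cutoff, mean inhibition of test wells between control levels plus 3 SD, cut at about 38% in these data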;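 note: cells cotransfected with COUP-TFII expression vector driving the NGFI-A reporter; 0% = median of COUP-TF2 test wells and 100% = reporter-only cells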
SRC2 inh = inhibition of GAL4-SRC2 driven luciferase reporter, primary screen, SRC2 inhibitor project, cell-based, luminescence; HEK293 GAL4-SRC2 luciferase reporter; inhibition, % at 9 µM; 370,000 compounds, 0.17% hits; AID 651957, 2012;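 active = inhibition above the mean inhibition of all tested compounds plus 3 SD, set per campaign, cut at about 52% in these data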;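 note: 0% = DMSO treated cells and 100% = cells given Gossypol at 36 µM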
NOD2 RIPK2 PPI = NOD2-RIPK2 binding disruptors in cells, primary screen, fluorescence, CHO cells, BLA complementation | Receptor-interacting serine/threonine-protein kinase 2 (Homo sapiens), O43353 | CCF4 ratio | inhibition, % at 4.98 µM | 360,000 compounds, 0.38% hits | AID 624267, 2012; in the data active = inhibition above about 21%;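 note: 0% = vehicle only and 100% = reference blocker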
MC4R antag cAMP = MC4R antagonists of cAMP signaling, primary screen, cell-based, TR-FRET, antagonist arm of biased-ligand search | inhibition, % at 6.5 µM | MC4R-expressing cells, MTII-stimulated cAMP, LANCE TR-FRET | 360,000 compounds, 0.48% hits;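 active = inhibition above its plate's cutoff, the mean of tested wells on that plate plus 3 SD, cut at about 29% in these data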;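 note: 0% = Melanotan II alone and 100% = Melanotan II plus saturating MCL0020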
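Test system: U2OS cells stably expressing human melanocortin 4 receptor (MC4R); also added: Melanotan II challenge; compound: 6.5 µM single dose; timing: 30-min compound preincubation, 1-h Melanotan II challenge, 1-h detection, room temperature; signal: Eu-cAMP/anti-cAMP TR-FRET, emission 671 nm; repeats: one well per compound, no replicates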
ABHD5-PLIN5 inh = ABHD5-PLIN5 interaction inhibitors, primary screen, cell lysate, split luciferase complementation, luminescence. Split G. princeps luciferase complementation, 4 h. inhibition, % at 4 µM. 360,000 compounds, 0.78% hits;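 active = inhibition above the mean inhibition across every tested compound plus 3 SD, cut at about 22% in these data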;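 note: 0% = DMSO only wells and the 100% control is not disclosed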
TLR9-MyD88 block = inhibitors of TLR9-MyD88 association in cells, primary screen, cell-based, CHO, BLA complementation, fluorescence; Toll-like receptor 9 (Homo sapiens) + Myeloid differentiation primary response protein …; CCF4 FRET ratio; inhibition, % at 4.98 µM; 340,000 compounds, 0.21% hits;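 active = inhibition above the mean over all tested compounds plus 3 SD, cut at about 21% in these data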;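 note: 0% = DMSO only wells and 100% = clavulanate BLA inhibitor control wells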
LRH-1 inv ag = LRH-1 (NR5A2) inverse agonists, primary screen, cell-based, luminescence, HEK293T, StAR-luciferase reporter. inhibition, % at 3.6 µM. 360,000 compounds, 0.13% hits. LRH-1 transfected, 24 h. Nuclear receptor subfamily 5 group A member 2 (Homo sapiens), O00482. AID 602396, 2012;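 active = inhibition above the mean inhibition of all tested compounds plus 3 SD, cut at about 73% in these data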;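 note: 0% = DMSO wells and 100% = reporter-only cells lacking LRH-1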
MC4R ag barr = MC4R agonists recruiting beta-arrestin, primary screen, cell-based, luminescence, agonist arm of biased-ligand search; Melanocortin receptor 4 (Homo sapiens), P32245; U2OS MC4R beta-arrestin complementation; percent of melanotan II response, DMSO zero; activation, % at 8.9 µM; 360,000 compounds, 0.98% hits;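 active = activation above a per-plate cutoff, the mean activation of sample wells on that plate plus 3 SD, cut at about 8% in these data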
SRC3 inh = SRC3 coactivator transcriptional activity inhibitors, primary screen, cell-based, luminescence | Nuclear receptor coactivator 3 (Homo sapiens), Q9Y6Q9 | HEK293 GAL4-SRC3 luciferase reporter | inhibition, % at 3.6 µM | 360,000 compounds, 0.17% hits | AID 588352, 2011;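 active = inhibition above a per-campaign cutoff, the mean of all compounds plus 3 SD, cut at about 60% in these data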;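 note: 0% = DMSO-treated cells and 100% = gossypol-treated cells at 36 µM; higher means less SRC3-driven luciferase light from the GAL4 reporter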
Target sequence (Q9Y6Q9 whole entry, looked up, the tested form may be a part): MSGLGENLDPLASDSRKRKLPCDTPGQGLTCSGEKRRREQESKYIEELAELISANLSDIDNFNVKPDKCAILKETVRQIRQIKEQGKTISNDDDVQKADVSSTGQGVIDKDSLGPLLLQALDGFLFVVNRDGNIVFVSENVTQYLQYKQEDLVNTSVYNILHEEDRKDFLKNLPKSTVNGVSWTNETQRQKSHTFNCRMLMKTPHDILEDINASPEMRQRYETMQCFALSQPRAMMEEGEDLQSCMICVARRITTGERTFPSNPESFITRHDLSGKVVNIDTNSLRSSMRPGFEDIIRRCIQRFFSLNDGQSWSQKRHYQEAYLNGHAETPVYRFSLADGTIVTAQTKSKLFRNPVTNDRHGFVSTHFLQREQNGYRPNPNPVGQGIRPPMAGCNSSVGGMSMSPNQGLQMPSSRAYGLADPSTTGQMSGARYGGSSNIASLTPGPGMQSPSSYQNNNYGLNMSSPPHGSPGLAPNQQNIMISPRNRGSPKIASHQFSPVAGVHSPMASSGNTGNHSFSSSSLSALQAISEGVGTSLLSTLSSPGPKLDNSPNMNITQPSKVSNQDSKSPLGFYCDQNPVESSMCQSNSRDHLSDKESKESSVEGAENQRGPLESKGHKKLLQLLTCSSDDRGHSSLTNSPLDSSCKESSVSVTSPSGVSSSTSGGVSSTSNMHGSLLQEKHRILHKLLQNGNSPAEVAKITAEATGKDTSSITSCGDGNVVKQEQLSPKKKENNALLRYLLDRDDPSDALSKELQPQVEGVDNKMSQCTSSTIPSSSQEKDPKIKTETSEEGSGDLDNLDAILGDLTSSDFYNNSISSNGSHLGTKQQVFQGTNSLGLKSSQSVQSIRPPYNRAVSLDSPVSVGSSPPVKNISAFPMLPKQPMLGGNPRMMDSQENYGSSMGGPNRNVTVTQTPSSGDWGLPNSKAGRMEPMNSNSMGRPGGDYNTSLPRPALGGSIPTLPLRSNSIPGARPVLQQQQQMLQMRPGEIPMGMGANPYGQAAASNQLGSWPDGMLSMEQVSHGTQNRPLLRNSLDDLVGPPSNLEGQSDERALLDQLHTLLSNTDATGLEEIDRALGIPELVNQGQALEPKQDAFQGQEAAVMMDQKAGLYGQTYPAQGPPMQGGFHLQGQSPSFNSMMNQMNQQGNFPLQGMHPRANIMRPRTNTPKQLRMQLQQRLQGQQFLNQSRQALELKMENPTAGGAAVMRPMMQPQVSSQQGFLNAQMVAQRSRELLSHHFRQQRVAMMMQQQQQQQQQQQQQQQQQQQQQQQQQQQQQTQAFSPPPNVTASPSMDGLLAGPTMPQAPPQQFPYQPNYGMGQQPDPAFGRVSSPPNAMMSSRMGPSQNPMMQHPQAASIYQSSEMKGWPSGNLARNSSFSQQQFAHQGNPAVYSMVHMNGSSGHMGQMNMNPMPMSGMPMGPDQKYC
LMP1 NFkB inh = EBV LMP1-driven NF-kappaB luciferase reporter inhibitors, primary screen, cell-based, luminescence, single point; AID 504558, 2011; inhibition, % at 12.5 µM; LMP1-induced NF-kappaB luciferase reporter cells; 350,000 compounds, 0.69% hits; in the data active = inhibition above about 41%;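 note: 0% = neutral control wells and 100% = reference inhibitor control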
NCOA1 inh = SRC1 coactivator transcriptional activity inhibitors, primary screen, cell-based, luminescence. Nuclear receptor coactivator 1 (Homo sapiens), Q15788. HEK293 GAL4-SRC1 luciferase reporter. inhibition, % at 3.6 µM. 360,000 compounds, 0.12% hits;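 active = inhibition above the campaign mean plus 3 SD, with each screening campaign given its own cutoff, cut at about 60% in these data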;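 note: 0% = DMSO treated cells and 100% = gossypol at 36 µM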
An asterisk follows results filed as active; . = not tested or not shown. The list is partial; the hit share may differ from the screen's.

item | smiles | MC4R ag barr | NOD2 RIPK2 PPI | LMP1 NFkB inh | NCOA1 inh | SRC2 inh | ABHD5-PLIN5 inh | NR2F2 inh | TLR9-MyD88 block | SRC3 inh | MC4R antag cAMP | LRH-1 inv ag
1 | CC(=O)N1CCN(C(=O)c2ccc(NS(=O)(=O)c3ccc4[nH]c(=O)[nH]c4c3)cc2)CC1 | -0.5 | -9 | -1 | -10 | -12 | 13 | 3 | -5 | 7 | 0 | 2
2 | Cc1[nH]c2ccccc2c1SCC(=O)Nc1nccs1 | -5.9 | 8 | -30 | -38 | -29 | -3 | -27 | -3 | -101 | 4 | -54
3 | [O-][n+]1onc2c1C(N1CCOCC1)CCC2N1CCOCC1 (stereo unspecified) | -0.3 | -14 | 3 | -5 | -10 | -3 | 2 | -5 | -18 | -2 | 17
4 | Cc1cc(C(F)F)n2nc(C(=O)Nc3ccccc3F)nc2n1 | 0.4 | -2 | -5 | 6 | -17 | 9 | -8 | -8 | 21 | -4 | 1
5 | O=C(O)CCC(=O)NNC(=O)CCCOc1ccc(Cl)cc1Cl | -0.4 | 1 | -4 | -10 | -35 | -1 | -2 | 1 | -18 | 8 | -20
6 | O=C(NCCc1ccccc1)C(=O)NC1CCCCC1 | -0.3 | 7 | -20 | 1 | -21 | 3 | -14 | 1 | -14 | 16 | -14
7 | NC(=O)COC(=O)[C@H](Cc1ccccc1)NS(=O)(=O)c1ccc2c(c1)OCCO2 | -1.5 | 8 | -1 | -2 | -25 | -5 | 5 | -5 | -5 | 5 | -22
8 | O=C(Cc1ccccc1)Nc1ccc2oc(=O)ccc2c1 | -2.4 | -14 | 0 | 0 | -11 | 7 | 0 | 1 | 14 | -1 | -1
9 | CCC1CCCCN1CCN1C(=O)C2C(C(=O)Nc3ccc(OC)cc3)C3C=CC2(O3)C1C(=O)NC1CCCCC1 (stereo unspecified) | 3.7 | 2 | -1 | -11 | -49 | 6 | 10 | 3 | 5 | -10 | 21
10 | Fc1ccc(CN2CC[C@H]3C=CCc4cccc(c43)C2)cc1 | 2.1 | 16 | 7 | -16 | -23 | -1 | 7 | -5 | 0 | 3 | -14
11 | CCN(CC)C(=O)c1ccc(C(=O)c2c(C)cc(C)cc2C)cc1 | -0.4 | -4 | 17 | -3 | 15 | -2 | 17 | -5 | 7 | 14 | -9
12 | NC(=O)NC(=O)COC(=O)CN1C(=O)C2CCCCC2C1=O (stereo unspecified) | -1.2 | -10 | -7 | -9 | 22 | -2 | -18 | -6 | -5 | 7 | 2
13 | COC(=O)c1ccc(C(=O)OC)c(NC2=NS(=O)(=O)c3ccccc32)c1 | -1.2 | -4 | 2 | 9 | -13 | -1 | 12 | -14 | -8 | 16 | 8
14 | O=C(N/N=C/c1cccnc1)c1ccco1 | -0.8 | -2 | -20 | -87 | -25 | -4 | -23 | 1 | -16 | 10 | -77
15 | OCCN1CCOCCN(CCO)CCOCC1 | 0.8 | -3 | -4 | -23 | -12 | 8 | 13 | -5 | 11 | -3 | 23
16 | COc1cc(C(=O)N2CCN(C(=O)c3ccco3)CC2)c([N+](=O)[O-])cc1OC | -2.4 | -11 | 0 | 12 | -22 | 0 | -5 | -1 | 22 | 6 | 16
17 | CCc1cc(=O)oc2c(C)c(OCC(=O)NCCCN3CCOCC3)ccc12 | 0.1 | -10 | -2 | -2 | -8 | 4 | -14 | -4 | 13 | 1 | 50
18 | S=C1NCCNC(=S)NCCOCCOCCOCCN1 | 0.9 | 5 | -1 | 0 | -13 | 2 | 8 | -9 | 13 | 27 | 3
19 | CN1CCN(Cc2c(C#N)c3ccccc3n2C)CC1 | -2.9 | 3 | -1 | -20 | 7 | -2 | -3 | 0 | 12 | 12 | -10
20 | CCCCn1c(N)c(N(CC)C(=O)c2ccc([N+](=O)[O-])c(C)c2)c(=O)[nH]c1=O | 0.8 | -2 | 7 | -18 | -5 | 2 | 14 | -5 | 0 | -3 | 9

item | smiles | MC4R ag barr | NOD2 RIPK2 PPI | LMP1 NFkB inh | NCOA1 inh | SRC2 inh | ABHD5-PLIN5 inh | NR2F2 inh | TLR9-MyD88 block | SRC3 inh | MC4R antag cAMP | LRH-1 inv ag
21 | Cc1ccc(C)c(C(=O)CN2C(=O)c3ccccc3S2(=O)=O)c1 | 0.0 | 2 | 14 | -40 | -19 | 3 | -14 | 7 | -67 | 10 | -31
22 | COCCNC(=O)C1Cc2c(ccc3ccccc23)O1 (stereo unspecified) | -2.5 | 2 | 1 | -12 | 3 | -1 | -5 | -4 | 3 | 14 | -3
23 | Cc1ccc(S(=O)(=O)NCC2CCC(C(=O)N3CCN(C)CC3)CC2)cc1 (stereo unspecified) | -3.3 | -4 | 8 | 11 | 11 | -6 | 2 | -2 | -21 | 1 | 8
24 | Cc1ccc(NC(=O)CSc2nnc3ccc(-c4ccncc4)nn23)cc1 | 0.0 | -6 | 9 | 18 | 11 | -4 | -8 | -7 | 13 | 4 | 26
25 | CC(=O)c1ccccc1NC(=O)COC(=O)Cc1cccc(C(F)(F)F)c1 | -0.8 | 6 | -1 | 5 | -8 | 7 | -9 | -6 | 15 | -7 | 3
26 | O=C(NCCCn1ccnc1)/C(=C\c1cccnc1)NC(=O)c1ccccc1Br | -1.7 | -7 | -26 | -13 | -15 | 2 | -5 | 2 | 10 | 7 | -11
27 | CCOC(=O)C1C(c2cccc([N+](=O)[O-])c2)C2C(=O)NN=C2CC1(C)O (stereo unspecified) | -1.7 | -12 | -5 | -2 | -45 | 6 | -4 | 1 | -5 | 19 | -7
28 | Cc1cccc(C(=O)NCCc2ccc(S(N)(=O)=O)cc2)c1[N+](=O)[O-] | -2.2 | -4 | -3 | -1 | -13 | -4 | 7 | 1 | -2 | 5 | -2
29 | CCC(C)(C)NC(=O)CN(Cc1ccc2c(c1)OCO2)C(=O)CCC(=O)Nc1cc(C)ccn1 | 1.5 | -1 | -17 | -15 | -1 | -2 | 9 | 1 | -17 | 30* | -17
30 | Cc1ccc(NC(=O)CN2C(=O)N/C(=C/c3ccco3)C2=O)cc1 | -0.1 | 5 | -3 | 4 | 1 | 11 | 15 | -3 | 1 | -5 | -2
31 | CCc1ccc(-c2cc(C)no2)cc1S(=O)(=O)NCCCN1CCN(c2ccccc2)CC1 | 1.1 | 1 | 3 | -7 | 30 | -2 | 29 | 0 | -30 | 20 | 3
32 | COc1ccccc1/C(O)=C(\C#N)c1nc2ccccc2[nH]1 | -1.1 | -3 | 2 | -4 | 2 | 1 | -4 | 2 | -5 | -5 | -8
33 | O=C1OC(CN(Cc2ccccc2)Cc2ccccc2)CN1N=Cc1ccc([N+](=O)[O-])o1 (stereo unspecified) | -2.2 | 3 | -27 | -2 | 11 | 3 | 15 | -2 | -32 | -1 | 6
34 | CCn1c2c(c3cc(Br)ccc31)CCC/C2=N\O | -1.1 | 8 | -7 | 3 | 19 | 5 | 5 | -2 | -17 | 13 | -9
35 | COc1ccccc1OCCNC(=O)C(c1ccccc1)c1ccccc1 | -1.5 | 6 | -5 | 5 | 4 | 5 | -1 | 2 | -9 | 9 | -15
36 | O=C(Cn1cnc2ccccc2c1=O)Nc1ccc(S(=O)(=O)N2CCCC2)cc1 | -1.3 | 4 | -9 | -35 | -8 | -14 | 12 | -1 | 2 | 15 | 14
37 | c1ccc(Cn2c(Sc3nnnn3-c3ccccc3)nnc2-c2ccccc2)cc1 | 1.0 | 1 | 6 | 9 | -1 | -5 | 29 | -4 | 22 | 8 | 12
38 | Clc1ccccc1OCCN1CCC(Cc2ccccc2)CC1 | 2.7 | 1 | -5 | -21 | -6 | 18 | 12 | -3 | 3 | 9 | -1
39 | COC(=O)C1=NNC2(c3ccc(C)cc3)C(=O)N(c3ccc(C)cc3)C(=O)C12 (stereo unspecified) | -1.5 | -4 | 2 | 0 | -23 | -1 | 18 | -22 | -6 | 5 | 2
40 | C=CCn1c(NCc2c[nH]c3ccccc23)nc2ccccc21 | -0.9 | 10 | -5 | -17 | -23 | 4 | -1 | 1 | -24 | -4 | -20

item | smiles | MC4R ag barr | NOD2 RIPK2 PPI | LMP1 NFkB inh | NCOA1 inh | SRC2 inh | ABHD5-PLIN5 inh | NR2F2 inh | TLR9-MyD88 block | SRC3 inh | MC4R antag cAMP | LRH-1 inv ag
41 | O=C(NNC1=NCCC1)c1cccc(Br)c1 | -1.2 | -4 | -16 | -20 | -41 | 0 | -15 | 0 | -23 | 4 | -8
42 | Cc1nc(NCc2cccnc2)c2c3c(sc2n1)CCCC3 | -1.9 | 0 | -2 | -33 | 6 | 8 | -34 | . | 0 | 9 | -12
43 | CCN(CC)CCCNC(=O)C1c2ccccc2Oc2ccccc21 | -0.4 | -10 | -3 | -7 | 6 | 1 | -1 | -4 | 15 | 0 | 24
44 | COc1ccc(NC(=O)CN(C)C(=O)C2CC(=O)N(Cc3ccc(C)cc3)C2)cc1 (stereo unspecified) | -1.2 | -8 | -9 | 0 | 14 | -3 | 17 | 6 | 0 | 0 | -2
45 | Cc1ccc(C)c(NC(=O)C(=O)NCCc2c[nH]c3ccccc23)c1 | -2.3 | 5 | -5 | -51 | 1 | -7 | -1 | 2 | 10 | -2 | -2
46 | Cc1c(NC2=C(Cl)C(=O)N(c3ccccc3Cl)C2=O)c(=O)n(-c2ccccc2)n1C | -0.2 | 2 | -1 | 1 | 16 | 11 | -3 | -6 | -3 | 6 | -11
47 | Nc1nc(Cl)cc(Nc2ccccc2Cl)n1 | -0.1 | -3 | -5 | -30 | -4 | 9 | -38 | 4 | -20 | 2 | -24
48 | COc1cc2cc(CCCO)oc(=O)c2cc1OC | -0.4 | -7 | 14 | -15 | -32 | -1 | -8 | 1 | -7 | 2 | -6
49 | O=C(CSc1nc2ccccc2n1Cc1ccccc1Cl)N/N=C/c1ccccc1C(=O)O | -0.5 | -10 | 8 | 2 | -1 | -7 | -7 | -2 | 8 | 2 | -9
50 | COc1ccc(-c2nc(N)n(S(=O)(=O)c3ccc(C)cc3)n2)cc1 | 2.7 | -9 | -2 | -6 | 4 | 2 | -2 | -2 | 14 | 18 | 4
51 | CCc1ccc(OC(=O)/C=C/c2ccco2)cc1 | 0.9 | -8 | -10 | -15 | -24 | 0 | 0 | -4 | -8 | -4 | -5

Screening data as filed in PubChem.
